# IL-2 act: IL-2 activation; IL-2 activation reporter assay, cell-based qHTS; stimulated with anti-CD3/CD4/CD28 beads; in transgenic mouse T cells; activation, % (series mostly up to about 46 µM); 360,000 tested, 0.065% active; AID 652025; in the data active = activation above about 50%; inconclusive = mostly about 30% to 49%; note: 0% is about no effect
#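 Readout: EGFP and DsRed signals by fluorescent plate cytometry. Unstimulated transgenic mouse T cells received compound 60 min before antibody-bead stimulation, then incubated 18 h at 37 degrees C.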
# GLP-1R agonist: agonists of human GLP-1 receptor. P43220. HEK293 GLP-1R CRE-luciferase, luminescence, 4-6 h; cells express a hypersensitive GLP-1R form. Potency, µM (highest dose often 45.6 µM), for inactives: at the highest dose activation, hits mostly activators. 380,000 tested, 0.007% active; note: potency is the fitted concentration of half-maximal effect; % of control where 0% means no effect
# DRD3 agonist: activates the human D3 dopamine receptor. max activation, %. 410,000 tested, 0.58% active. D3R DiscoveRx beta-arrestin cells, luminescence, 90 min. P35462; in the data active = max activation above about 30%; note: 0% is about no effect; mostly tested at two doses, the higher about 12 µM
#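 Cells at 1500/well, incubated overnight, then treated with pinned compounds (dopamine as control) for 90 min at 37 degrees C. DiscoveRx reagent added for 30 - 60 minutes at room temperature; luminescence read.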
# HEK293 tox: cytotoxic in the GLP-1 receptor inverse agonist counter-screen. HEK293 cAMP-luciferase reporter cells, luminescence, 24 h. Potency, µM (top dose mostly 38.3 µM), without a hit: at the highest dose activity change, negative = inhibition, hits mostly inhibitors. 410,000 tested, 0.13% active;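 note: loss of luciferase light is scored as toxicity; potency is the fitted concentration of half-maximal effect; % is set by controls: 0 for no effect and ±100 for the full control effect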
#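 Compound-treated cells are incubated 24 hr at 37 deg C under 5% CO2 after a 12 hour attachment period, then luciferase detection reagent is added and luminescence is measured following 12 min at room temperature; lowered signal indicates toxicity.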
# PLK1 PBD inh: blocks phosphopeptide binding to human PLK1 polo-box domain | P53350 | Plk1 PBD binding of FITC phosphopeptide, fluorescence polarization | Potency, µM, inactives show max response, negative = inhibition, most hits filed as inhibitors | 360,000 tested, 2.8% active | AID 720504; note: potency is the fitted concentration of half-maximal effect; series mostly up to about 57 µM; % is set by controls: 0 for no effect and ±100 for the full control effect; nearly all actives have a fitted effect of over 65% in size
# WRN helicase inh: blocks human WRN helicase. WRN helicase unwinding, fluorescent forked duplex, kinetic. Potency, µM (series often up to 114 µM), for inactives: at the top dose activity change, negative = inhibition, most hits filed as inhibitors. Q14191. AID 651768. 360,000 tested, 0.46% active; note: potency is the fitted concentration of half-maximal effect; % is set by controls: 0 for no effect and ±100 for the full control effect; nearly all actives have a fitted effect of over 55% in size
# Target sequence (Q14191 whole entry, looked up): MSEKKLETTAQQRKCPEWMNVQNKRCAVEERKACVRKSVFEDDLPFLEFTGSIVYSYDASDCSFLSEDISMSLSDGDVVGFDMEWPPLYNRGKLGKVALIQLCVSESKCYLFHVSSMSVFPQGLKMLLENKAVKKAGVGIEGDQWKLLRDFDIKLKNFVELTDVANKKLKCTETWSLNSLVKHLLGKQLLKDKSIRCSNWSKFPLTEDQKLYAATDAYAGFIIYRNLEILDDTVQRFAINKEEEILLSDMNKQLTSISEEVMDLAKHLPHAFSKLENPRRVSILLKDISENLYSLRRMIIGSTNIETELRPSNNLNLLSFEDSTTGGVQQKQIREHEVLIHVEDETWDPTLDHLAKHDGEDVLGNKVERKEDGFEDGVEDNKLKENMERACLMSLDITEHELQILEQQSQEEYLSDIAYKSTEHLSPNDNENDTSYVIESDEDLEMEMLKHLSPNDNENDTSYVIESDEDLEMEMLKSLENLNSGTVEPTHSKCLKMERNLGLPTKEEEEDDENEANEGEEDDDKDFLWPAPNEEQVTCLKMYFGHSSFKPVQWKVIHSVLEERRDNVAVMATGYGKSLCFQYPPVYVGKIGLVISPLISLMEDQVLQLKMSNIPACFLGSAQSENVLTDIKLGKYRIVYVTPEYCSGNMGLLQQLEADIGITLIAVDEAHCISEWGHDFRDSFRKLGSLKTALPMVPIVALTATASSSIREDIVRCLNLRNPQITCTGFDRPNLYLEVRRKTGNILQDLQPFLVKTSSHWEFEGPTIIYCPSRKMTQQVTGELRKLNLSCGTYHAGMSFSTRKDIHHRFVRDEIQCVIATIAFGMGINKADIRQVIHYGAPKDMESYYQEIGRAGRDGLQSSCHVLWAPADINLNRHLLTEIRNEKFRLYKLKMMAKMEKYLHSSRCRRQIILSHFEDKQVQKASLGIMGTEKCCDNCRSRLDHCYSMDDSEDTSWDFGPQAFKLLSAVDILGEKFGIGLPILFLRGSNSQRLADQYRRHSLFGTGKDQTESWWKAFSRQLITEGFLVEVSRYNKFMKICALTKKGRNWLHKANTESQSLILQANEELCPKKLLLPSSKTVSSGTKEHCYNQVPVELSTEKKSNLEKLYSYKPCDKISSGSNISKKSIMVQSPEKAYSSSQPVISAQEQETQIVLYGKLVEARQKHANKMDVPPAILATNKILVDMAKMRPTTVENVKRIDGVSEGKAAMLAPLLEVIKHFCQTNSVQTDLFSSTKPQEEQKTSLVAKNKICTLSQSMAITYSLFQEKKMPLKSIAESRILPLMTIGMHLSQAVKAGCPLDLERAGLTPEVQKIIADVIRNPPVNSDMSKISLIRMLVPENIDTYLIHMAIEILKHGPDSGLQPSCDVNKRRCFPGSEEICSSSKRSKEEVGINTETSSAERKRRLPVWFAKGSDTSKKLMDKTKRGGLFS
#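 Enzyme (20 nM final) and test compound sit together 15 min at room temperature before substrate addition. Substrate is a single-forked duplex oligonucleotide (100 nM) labelled with fluorophore and quencher, with 2 mM ATP; helicase unwinding raises red fluorescence, read kinetically.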
# GLP-1R inv ag: GLP-1 receptor (human) inverse agonism. HEK293 GLP-1R CRE-luciferase, luminescence, 24 h; GLP-1R form is constitutively active. Potency, µM (series often up to 38.3 µM), inactives show at the highest dose activity change, negative = inhibition, actives largely listed as inhibitors. 410,000 tested, 1.6% active; note: potency is the fitted concentration of half-maximal effect; % is set by controls: 0 for no effect and ±100 for the full control effect; nearly all actives have a fitted effect of over 55% in size
#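 Seeding at 200 cells/uL, 12 h culture, 24 hr compound treatment, then luciferase reagent and a luminescence read; cells are HEK293 stably expressing a constitutively active GLP-1R plus cAMP-responsive luciferase.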
# DRD3 antagonist: blocks the human D3 dopamine receptor; P35462; D3R cells, DiscoveRx beta-arrestin luminescence, antagonist mode; active compounds read low; max response, negative = inhibition, %; 360,000 tested, 2.5% active; AID 652054; in the data active = max response below about -50%; inconclusive = no clear call, values can overlap the other calls; note: % is set by controls: 0 for no effect and ±100 for the full control effect; mostly tested at two doses, the higher about 12 µM
#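 Cells expressing the human receptor were seeded at 1500 cells/well, incubated overnight at 37 degrees C in 5% CO2, then exposed to library compounds with dopamine controls for 90 minutes at 37 degrees C before luminescent detection.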
# PI5P4K alpha inh: inhibitors of human PI5P4K alpha; P48426; PI5P4Kalpha enzyme, ADP-Glo luminescence, 60 min; active compounds read low; max response, %; 330,000 tested, 1.2% active; AID 652105; active = max response of -50% or lower; inconclusive = between -30% and -50%; inactive = -30% or higher; note: value at the top dose of about 77 µM; % is set by controls: 0 for no effect and ±100 for the full control effect
#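 Luminescence from ADP-Glo served as readout of PI5P4Kalpha activity in a qHTS format. Reaction: enzyme, substrate, compound, ATP at 5 microM final, 60 min at RT.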
# Active calls of the source: *; ? = inconclusive; nt = not tested or not shown; & = joins results of further samples; [ ] = another dose, or the depositor's remark. Unless noted, calls come from the whole dose curve; as a rule, active = well fitted curve in the direction sought with a large enough effect; inconclusive = small, poorly fitted or top-dose-only effect, or another doubt; inactive = no such curve, though single readings can be large; an effect the other way counts as inactive or inconclusive.
Compound,IL-2 act,GLP-1R agonist,DRD3 agonist,HEK293 tox,PLK1 PBD inh,WRN helicase inh,GLP-1R inv ag,DRD3 antagonist,PI5P4K alpha inh
COc1cc(CN2C[C@@H](CO)O[C@@H](n3cnc4c(NCCN(C)C)ncnc43)C2)cc(OC)c1OC,0.3,-8.0%,-1.8,1.2%,-8.4%,1.6%,13.8%,-21.9,0.0
O=C(Nc1cc(C(F)(F)F)ccc1N1CCOCC1)c1cccnc1,-2.5,-2.1%,-6.7,2.5%,-5.7%,0.5%,6.9%,-28.4,nt
CC[n+]1ccc(C)c2cc(SC(F)(F)F)ccc21,0.0,1.1%,-5.5,-6.0%,-3.3%,-7.3%,5.7%,-1.3,-1.1
CN(C)S(=O)(=O)c1cccc(C(=O)Nc2ccc(N3CCOCC3)cc2)c1,-4.3,3.9%,8.8,-6.5%,1.9%,-2.4%,15.8%,-13.6,-0.7
CCCN1CCC(NC(=O)C2CCCCC2C(=O)O)CC1 (stereo unspecified),-1.2,-1.9%,-4.2,-1.3%,2.7%,7.3%,0.9%,0.1,-4.9
COc1ccc(C(O)c2ncc(-c3ccccc3)[nH]2)cc1 (stereo unspecified),0.6,7.8%,2.7,1.8%,0.3%,2.1%,23.1%,0.8,4.3
COC(=O)C(CC(=O)c1ccc(Cl)cc1)c1ccc(C)cc1 (stereo unspecified),-4.0,-9.1%,-4.1,-1.3%,2.1%,-9.1%,?,-18.2,17.3
CN1CCN(CCCNC(=O)c2ccc(/C=C3/Sc4ccccc4N(Cc4cccc(Cl)c4)C3=O)cc2)CC1,0.3,5.3%,-18.3,7.4%,5.2%,2.6%,?,32.4,-2.7
CCn1cc(C(=O)N[C@@H](CCSC)C(=O)NCCCn2ccnc2)c(=O)c2cc3c(cc21)OCO3,-2.0,1.6%,-1.0,-3.1%,7.6%,7.1%,10.9%,3.9,-2.4
CCOc1ccc(CN2CCN(CCCn3cccn3)CC2CCO)cc1 (stereo unspecified),-0.5,-6.1%,-3.2,13.6%,-13.7%,4.4%,-3.5%,-20.7,0.8
Clc1ccc(-c2nc3ccccn3c2CN2CCSCC2)cc1,-0.6,0.9%,-5.9,-11.6%,-4.1%,4.1%,?,2.3,-7.1
CC(C)(C)N/C=C(\C#N)S(=O)(=O)c1ccc(Br)cc1,-4.5,5.1%,-18.4,0.6%,-4.6%,-6.3%,7.4%,8.3,-1.1
CCNC(=S)NNC(=O)c1ccoc1C,0.1,4.2%,-2.2,12.4%,-7.3%,-13.1%,-5.7%,4.4,0.5
Cc1cccc(-n2c(C)cc(/C=N/O)c2C)c1,0.1,5.6%,2.2,-20.5%,-13.2%,2.3%,-20.6%,-1.2,9.6
C1=C(CCNCC2CCCCC2)CCCC1,-0.2,-2.4%,-9.8,-3.8%,0.4%,-2.3%,4.6%,-8.1,1.9
CN(C(=O)C1Cc2c(-c3ccc(Cl)cc3)ccnc2O1)c1ccccc1 (stereo unspecified),-0.6,13.0%,6.8,-5.0%,-5.4%,2.3%,6.7%,23.2,-4.1
O=[N+]([O-])c1cccc(/C=N/Nc2ncc(Br)cn2)c1,2.0,1.5%,6.0,-6.2%,-10.8%,9.4%,48.2%,-11.4,-8.2
COc1ccc(C2(c3ccc(OC(C)=O)cc3OC(C)=O)CC(c3ccccc3)NC(=S)N2)cc1 (stereo unspecified),1.0,-1.5%,-3.5,-33.9%,-9.8%,-12.4%,?,?,1.1
CCOc1ccc(/C=N/OCC(=O)Nc2cc(C)on2)cc1,-1.5,20.3%,10.4,2.4%,-1.7%,-0.3%,1.0%,-7.4,-0.1
OCC1(Cc2ccccc2)CCCN(Cc2ccn[nH]2)C1 (stereo unspecified),0.1,1.2%,6.3,1.6%,0.8%,-3.3%,-12.4%,15.2,1.4

# Part of the list above in a different format:
COc1cc(CN2C[C@@H](CO)O[C@@H](n3cnc4c(NCCN(C)C)ncnc43)C2)cc(OC)c1OC
- IL-2 act: 0.3
- GLP-1R agonist: -8.0%
- DRD3 agonist: -1.8
- HEK293 tox: 1.2%
- PLK1 PBD inh: -8.4%
- WRN helicase inh: 1.6%
- GLP-1R inv ag: 13.8%
- DRD3 antagonist: -21.9
- PI5P4K alpha inh: 0.0
O=C(Nc1cc(C(F)(F)F)ccc1N1CCOCC1)c1cccnc1
- IL-2 act: -2.5
- GLP-1R agonist: -2.1%
- DRD3 agonist: -6.7
- HEK293 tox: 2.5%
- PLK1 PBD inh: -5.7%
- WRN helicase inh: 0.5%
- GLP-1R inv ag: 6.9%
- DRD3 antagonist: -28.4
- PI5P4K alpha inh: nt
CC[n+]1ccc(C)c2cc(SC(F)(F)F)ccc21
- IL-2 act: 0.0
- GLP-1R agonist: 1.1%
- DRD3 agonist: -5.5
- HEK293 tox: -6.0%
- PLK1 PBD inh: -3.3%
- WRN helicase inh: -7.3%
- GLP-1R inv ag: 5.7%
- DRD3 antagonist: -1.3
- PI5P4K alpha inh: -1.1

# Next part.
Compound,IL-2 act,GLP-1R agonist,DRD3 agonist,HEK293 tox,PLK1 PBD inh,WRN helicase inh,GLP-1R inv ag,DRD3 antagonist,PI5P4K alpha inh
CC(=O)Cc1nsc(NC(=O)c2ccc(-c3ccccc3Cl)o2)n1,1.6,-9.9%,3.5,-7.8%,-13.2%,-26.1%,-21.5%,-28.0,3.0
O=C(NCc1ccc(Cl)cc1)c1cc(=O)[nH]c2ccccc12,0.2,18.0%,1.6,-15.6%,-6.8%,-2.0%,12.1%,10.6,7.3
NS(=O)(=O)c1ccc(CCNC(=O)CSc2ccc([N+](=O)[O-])cc2)cc1,-0.3,6.8%,3.5,0.2%,?,2.2%,-1.7%,2.9,-2.0
Cc1cc(C)n(C2CC(=O)N(c3ccccc3)C2=O)n1 (stereo unspecified),1.8,-5.4%,-0.4,-14.7%,-0.9%,2.3%,3.5%,15.8,nt
CCCN(C(=O)COC(=O)c1nc2nc(C)cc(C)n2n1)C1CCS(=O)(=O)C1 (stereo unspecified),0.1,2.5%,0.9,1.3%,2.1%,-0.6%,-0.7%,-6.4,-1.4
CCNC(=S)Nc1ccc(-c2nc3ccccc3[nH]2)cc1,-3.8,-0.9%,1.3,4.4%,-23.0%,-9.5%,-9.9%,13.0,0.5
COc1ccc(Cc2n[nH]c(=S)n2NC(=O)Nc2ccc(Cl)c(Cl)c2)cc1,-0.1,-3.0%,0.7,-23.8%,-10.6%,-10.0%,?,0.0,-1.8
Nc1n[nH]c(N)c1N=Nc1ccccc1,-0.3,1.7%,-3.0,-25.2%,-4.4%,-1.6%,10.7%,4.9,8.2
CC1(C)CC(=O)C(C(=S)Nc2ccc(F)cc2)=C(NCCN2CCOCC2)C1,0.1,12.5%,-3.8,-3.3%,-5.1%,-9.6%,-39.5%,9.1,0.5
COc1cccc(CNCCNC(=O)c2nonc2N)c1,1.9,4.8%&7.5%,-5.1&-9.6,4.0%&-3.2%,-1.5%,-11.5%,-10.2%&0.0%,-18.2,nt
CC(=O)Nc1ccc(-c2ccnc3c2CC(C(=O)Nc2cccc(C(C)=O)c2)O3)cc1 (stereo unspecified),-0.4,12.4%,-0.7,-12.6%,-6.7%,4.9%,?,6.0,-10.4
CCCOc1ccc(S(=O)(=O)Nc2ccccn2)c2ccccc12,0.1,-1.6%,3.0,-2.0%,-11.4%,-27.7%,8.9%,-15.2,2.9
COC(=O)c1ccc2nc(-c3ccc(F)cc3)c(Cc3ccsc3)n2c1,-0.4,2.4%,-19.8,1.5%,-2.4%,-13.7%,22.3%,0.0,-7.5
COC(=O)c1ccc(C)c(NC(=O)CN(c2cc(OC)ccc2OC)S(C)(=O)=O)c1,-2.6,0.3%,9.3,5.0%,-3.2%,-3.1%,8.1%,18.4,nt
O=C(NC1CCCC1)C(c1ccc(F)cc1)N(C(=O)c1csnn1)C1CCCC1 (stereo unspecified),1.7,5.1%,-5.5,-1.2%,-0.5%,-2.3%,-19.7%,13.5,12.0
CC(=O)OCC(OC(C)=O)C(OC(C)=O)C(OC(C)=O)C(=O)Nc1cccc(C)c1 (stereo unspecified),0.7,0.4%,16.9,3.1%,3.0%,-15.0%,3.2%,-2.2,0.4
Cc1nn(C(C)C(=O)NC2C(=O)N3C(C(=O)O)=C(CSc4nnnn4C)CSC23)cc1Cl (stereo unspecified),1.4,-5.2%,2.7,-11.5%,-27.4%,-11.6%[11.6 µM],7.4%,14.7,-5.4
CCCCc1ccc(NC(=S)N2CCN(c3ccccn3)CC2)cc1,-1.7,-0.5%,3.4,-6.5%,-9.6%,-5.8%,?,1.7,7.6
Cc1nc2ccccn2c1C(=O)N/N=C/c1ccc(CNC(=O)C(=O)Nc2ccccc2)o1,-0.6,1.0%,4.9,7.3%,-10.3%,-8.0%,14.2%,18.6,?
O=c1[nH]c(C2CCCN(S(=O)(=O)c3ccc(F)cc3)C2)nc2c1nnn2Cc1ccc(F)cc1 (stereo unspecified),-0.6,18.1%,-7.1,-0.9%,-9.3%,17.2%,7.3%,1.8,-6.4
COc1cccc(OCCOCCOc2ccc(C)cc2[N+](=O)[O-])c1,0.8,0.1%,-3.1,5.8%,-10.7%,-29.1%,-24.0%,-16.5,13.3
CCCCCCCC1(C)NC(=O)N(c2ccccc2)N1 (stereo unspecified),0.0,-0.3%,0.0,-17.1%,-1.0%,-5.5%,?,9.2,nt
COc1ccccc1/C=C/C=N/n1c(-c2ccco2)n[nH]c1=S,-2.8,8.4%,-3.7,-0.4%,?,-4.3%,6.3%,-20.0,-5.6
COc1ccc(OC)c(S(=O)(=O)NC2CCCCC2)c1,-2.7,-7.3%,2.0,-13.4%,-3.5%,5.3%,4.9%,7.8,nt
OC(c1ccccc1)(c1ccccc1)c1ncc[nH]1,-1.0,-3.0%,-9.9,1.3%,7.3%,0.0%,1.1%,15.6,0.7
Cn1cnnc1Sc1ccc(/C=C(\CC(=O)O)c2nc3ccccc3s2)cc1[N+](=O)[O-],2.4,-0.5%,-4.9,8.0%,-15.4%,?,28.1%,-21.4,?
COCCCNC(=O)CC1C(=O)N(Cc2ccccc2)C(C)c2nc3ccccc3n21 (stereo unspecified),-3.5,7.3%,3.3,-2.8%,-15.2%,-1.5%,7.7%,-1.3,-0.1
Cc1ccc(C(=O)NC2CCCc3ccccc32)o1 (stereo unspecified),-1.9,-3.5%,11.8,0.8%,-7.5%,2.7%,0.0%,11.3,nt

# High-throughput results deposited in PubChem by National Center for Advancing Translational Sciences (NCATS).

# Not a hit list; 7.8% or so of the library scored in one or more.
